Compound activity from PubChem BioAssay.
mIDH1 inhibitor – inhibitors of human mutant IDH1 R132H | actives 0.093% (n = 390,000) | O75874 | Potency, µM (highest dose often 76.6 µM), for inactives: at the top dose activity change, negative = inhibition, actives largely listed as inhibitors | IDH1-R132H enzyme, NADPH consumption, diaphorase/resazurin fluorescence; further: potency means the concentration at half of the fitted maximal effect; nearly all actives have a fitted effect of over 65% in size
Target sequence (O75874 whole entry R132H, stated change not applied): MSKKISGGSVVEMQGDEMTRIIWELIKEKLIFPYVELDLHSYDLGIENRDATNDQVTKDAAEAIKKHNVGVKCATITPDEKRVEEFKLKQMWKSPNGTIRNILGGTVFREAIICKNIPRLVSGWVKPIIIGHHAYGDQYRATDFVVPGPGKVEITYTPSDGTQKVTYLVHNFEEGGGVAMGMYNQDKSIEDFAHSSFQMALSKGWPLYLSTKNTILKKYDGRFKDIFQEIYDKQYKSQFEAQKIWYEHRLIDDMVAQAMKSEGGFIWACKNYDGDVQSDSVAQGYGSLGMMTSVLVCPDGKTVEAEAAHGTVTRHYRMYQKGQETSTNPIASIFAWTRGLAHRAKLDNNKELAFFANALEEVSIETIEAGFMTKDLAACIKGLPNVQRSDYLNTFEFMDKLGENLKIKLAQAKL
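IDH1-R132H (0.5 ug/mL) preincubated 30 min with compound, then NADPH (0.016 mM) and alpha-KG (2 mM) added; 80 min at RT, pH 7.5. Remaining NADPH coupled via diaphorase/resazurin to fluorescence (540/590 nm); concentration-response curves normalized to no-enzyme control.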
USP1-UAF1 inh – blocks the human USP1/UAF1 deubiquitinase complex; Potency, µM (highest dose often 57.1 µM), for inactives: at the highest dose activity change, negative = inhibition, actives largely listed as inhibitors; actives 0.23% (n = 390,000); O94782; recombinant USP1/UAF1, Ub-Rhodamine cleavage fluorescence; AID 743255; further: potency means the concentration at half of the fitted maximal effect; nearly all actives have a fitted effect of over 60% in size; inactives centre near -12
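USP1/UAF1 complex at 1 nM was preincubated with compound for 15 min at room temperature, then Ub-Rho substrate (150nM final) was added. Fluorescence (480/540 nm) was read kinetically, 6 reads every 60 seconds.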
PI4K2A inh – blocks human PI4K2A kinase activity. Q9BTU6. purified PI4K2A, ADP-Glo luminescence, 1 h; active compounds read low. activity change, negative = inhibition, % at 76.9 µM. actives 0.13% (n = 420,000); in the data active means activity change below about -50%; inconclusive means mostly about -30% to -49%;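 further: -100% = wells without enzyme as full effect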
Target sequence (Q9BTU6 whole entry, looked up): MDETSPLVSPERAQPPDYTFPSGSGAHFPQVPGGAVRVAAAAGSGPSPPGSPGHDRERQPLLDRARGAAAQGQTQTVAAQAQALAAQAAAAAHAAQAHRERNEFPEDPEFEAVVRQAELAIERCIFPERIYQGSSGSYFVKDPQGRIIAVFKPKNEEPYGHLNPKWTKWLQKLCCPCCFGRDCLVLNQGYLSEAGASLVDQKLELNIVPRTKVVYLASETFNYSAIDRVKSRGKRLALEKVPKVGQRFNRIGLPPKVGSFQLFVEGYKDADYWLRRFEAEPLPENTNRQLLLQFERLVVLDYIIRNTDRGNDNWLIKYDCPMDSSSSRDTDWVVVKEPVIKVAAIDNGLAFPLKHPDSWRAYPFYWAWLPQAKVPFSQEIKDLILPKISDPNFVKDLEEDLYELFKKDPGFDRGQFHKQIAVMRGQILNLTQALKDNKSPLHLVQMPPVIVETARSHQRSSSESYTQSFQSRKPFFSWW
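In this quantitative HTS, ADP production by PI4K2A was quantified luminescently after 1 h at ambient temperature; 100 microM adenosine served as plate-quality control.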
Active calls of the source: *; ? = inconclusive. Unless noted, the call rests on the fitted dose curve; in most records, active means well fitted inhibition curve with a large enough effect; inconclusive means small, poorly fitted or top-dose-only effect; inactive means no such curve, though single readings can be large or run the other way. Unless noted, on the % scale 0 is the no-effect control and ±100 the full control effect. Only part of the results is shown; the hit share may differ from the screen's.

smiles	mIDH1 inhibitor	USP1-UAF1 inh	PI4K2A inh
Cc1ccc(S(=O)(=O)N2C[C@]3(O)C[C@@H]4C(=O)N(c5ccccc5)C(=O)[C@@H]4C[C@]3(OC(=O)NC3CCCC3)C2)cc1	1%	-9%	2
O=C(NCc1nnnn1-c1ccc(Cl)cc1)c1ccc2c(c1)OCO2	-1%	2%	-2
COc1ccc(C(CNC(=O)c2ccc(OCc3csc(C)n3)cc2)N2CCCC2)cc1 (stereo unspecified)	2%	-27%	-2
CCCCCC(=O)N1C[C@@H](n2cc(COC(=O)c3ccccc3)nn2)[C@H](O)C[C@@H]1c1ccccc1	4%	1%	-1
COc1cc(-c2ccc3cc(OC)c(OC)c(OC)c3c2)cc(OC)c1OC	5%	-21%	-2
Nc1ccccc1-c1nc2ccncc2[nH]1	-3%	-26%	0
CC(CO)NS(=O)(=O)c1cc(Cl)ccc1F (stereo unspecified)	-1%	-12%	0
CCCCCCn1c(=O)n2n(c1=O)C[C@]1(OC(=O)Nc3cccs3)CN(S(=O)(=O)c3ccc(C)cc3)C[C@]1(O)C2	0%	-17%	-5
Cc1ccc(C(=O)NCC(=O)N2CCN(c3ccccc3O)CC2)s1	-1%	6%	-5
C[C@H](O)[C@@H]1CN2CCc3c([nH]c4ccc(-c5ccc6c(c5)OCO6)cc34)[C@@H]2C[C@@H]1N(C)C(=O)NC1CCCCC1	4%	-7%	3
Nc1cc(=O)c2[nH]cnc2[nH]1	0%	-2%	-5
Cc1noc(C)c1NC(=O)N(C)C[C@@H]1OCc2cnnn2CCCC(=O)N([C@H](C)CO)C[C@@H]1C	4%	-23%	5
O=C1NC(Cc2ccc(O)cc2)c2nc3cc(Cl)ccc3c(=O)n2-c2cc3ccccc3cc21 (stereo unspecified)	13%	-25%	-7
CCc1ccccc1NC(=O)C1CCN(S(=O)(=O)c2ccc(N3CCCC3=O)cc2)CC1	8%	-18%	-2
Cc1ccccc1C(=O)OCC(=O)Nc1cccc(S(=O)(=O)N2CCCCC2)c1	3%	-12%	0
O=C(COC(=O)c1cnccn1)NCc1ccccc1Cl	-4%	-13%	-8
CNC(=O)C[C@H]1C(=O)N(C2CCCCC2)C[C@@H]1C	-1%	-3%	7
COc1ccc2nc3n(c(=O)c2c1)-c1ncccc1C(=O)NC3Cc1ccccc1 (stereo unspecified)	0%	-9%	-5
O=C(c1cc(COc2cccc(C(F)(F)F)c2)on1)N1CCCC1	-1%	-25%	3
CC1=C(C(=O)N(C(C)C)C(C)C)CC(CC(=O)NCCN2CCOCC2)C(=O)N1Cc1ccccc1 (stereo unspecified)	-4%	-16%	-2
COc1ccc(CN2C(=O)C(CC(=O)NCCCCc3ccccc3)CC(C(=O)N3CCOCC3)=C2C)cc1 (stereo unspecified)	-5%	-12%	-8
Cc1ccc(-c2ccc(CN3C(C)C(=O)N(Cc4cn(CCC5OCCO5)nn4)CCS3(=O)=O)cc2)cc1 (stereo unspecified)	-3%	-9%	1
COc1ccc(/C=C(/NC(=O)c2ccco2)C(=O)NCc2ccco2)cc1	-9%	-25%	0
COc1ccc(C(=O)Oc2ccc(C)cc2)cc1S(=O)(=O)N1CCOCC1	3%	-25%	-5
S=C1SC2(CCCCCC2)NC2=C1CCCCC2	9%	?	2
O=C(NCCS(=O)(=O)N1CCN(c2ccccc2)CC1)c1cc(=O)c2ccccc2o1	11%	-1%	3
Cc1cc2c(cc1C)C(=O)CCC2	-13%	-15%	4
CSc1ncnc2c1ncn2CCCN1CCN(c2ncccn2)CC1	12%	-13%	3
NC(=S)NN=C1CSSC1	9%	-23%	13
CN1C(=O)[C@H]2[C@@H](c3ccccc3)N[C@]3(CCCN(Cc4ccco4)C3=O)[C@H]2C1=O	14%	-16%	4
Cc1cc(C(=O)N2CCCC(N3CCN(c4ccccc4C)CC3)C2)no1 (stereo unspecified)	-3%	6%	-3
O=[N+]([O-])c1ccc(-c2nc(Cl)c3c(n2)CCCC3)o1	4%	-2%	-7
CCOc1cc2[nH]c(=S)n(CCC(=O)NC3CCCCC3)c(=O)c2cc1OCC	-3%	8%	0
O=S(=O)(Nc1ccccc1Br)c1cccc2cccnc12	6%	-17%	3
COc1ccc(CC(=O)O/N=C(\N)c2ccncc2)cc1OC	8%	-18%	-4
N#Cc1ccc(CN2CCN(C(=O)C3CC(=O)N(c4ccc5c(c4)OCCO5)C3)CC2)cc1 (stereo unspecified)	-4%	-23%	2
CCc1ccc(/C=C2\SC(=S)N(CCCC(=O)NCCCN3CCOCC3)C2=O)cc1	6%	-13%	8
CCN(C(=O)CN1C(=O)NC2(CCC(C)CC2)C1=O)C1CCCCC1 (stereo unspecified)	5%	-17%	1
Cc1ccc(S(=O)(=O)NCC(=O)NCC(=O)N(C)Cc2ccc(Br)s2)cc1C	-3%	-19%	0
Cc1ccc(N(CC(=O)NC(C)(C)C)C(=O)CCC(=O)Nc2ccccn2)c(C)c1	0%	-21%	-3
Cc1cc(C)cc(C(=O)NCC(=O)OCC(=O)N2CCCC2)c1	0%	-25%	-1
O=C(NCc1ccccc1CN1CCCC1)C1CCN(C(=O)c2ccc(Cl)cc2)CC1	-3%	-22%	1
C[C@@H]1CN([C@H](C)CO)C(=O)CCCn2nncc2CO[C@H]1CN(C)C(=O)NC1CCCCC1	16%	-22%	-2
CCOC(=O)CNC(=O)N1C[C@H]2CON(C)[C@H]2C[C@H]1c1ccccc1Br	15%	-7%	-4
O=C(COC(=O)c1ccc(S(=O)(=O)N2CCOCC2)cc1)NCc1ccco1	14%	7%	0
CCOc1ccc(OCCC(=O)Nc2ccccc2C(=O)NC2CC2)cc1	-6%	-3%	0
C[C@@H]1CCCCO[C@@H](CN(C)C(=O)c2ccncc2)[C@@H](C)CN([C@H](C)CO)C(=O)c2cc(NC(=O)Cc3ccccc3)ccc2O1	10%	-15%	0
Cc1ccccc1C(=O)NC1CC2CCCC(C1)N2CC(C)C (stereo unspecified)	5%	?	-1
COc1ccccc1N1CCN(c2ccc3c(c2)S(=O)(=O)c2cccc(C(=O)NCC4CC4)c2C3=O)CC1	1%	-16%	7
COc1ccc(Cl)cc1Nc1cc(C)nc2ncnn12	-4%	-3%	-2
Cc1ccc(C=Cc2ccccn2)cc1	3%	-25%	-23
O=C1c2cccc3c2C2(O)c4c1cccc4C(=O)c1cccc(c12)C3=O	6%	-15%	7
Cc1noc(C)c1NC(=O)N(C)C[C@H]1OCc2cn(nn2)CCCC(=O)N([C@@H](C)CO)C[C@@H]1C	9%	-1%	-3
CN(C)CCCNC(=S)N1CCC(C(=O)c2ccc(Cl)cc2)CC1	3%	-17%	-1
COc1ccc(C(=O)N(C)CCOc2ccc(Cl)cc2)cc1S(=O)(=O)N1CCCC1	-3%	-2%	-2
CC(=O)Nc1ccc(S(=O)(=O)c2ccnc3cc(Cl)ccc23)cc1	-6%	-5%	1
CC(=O)Nc1cccc(C(=O)NN2C(=O)NC3(CCC(C)CC3)C2=O)c1 (stereo unspecified)	10%	-24%	-3
CC1(c2ccc(Cl)cc2)NC(=O)N(CC(=O)N2CCN(C(=O)c3cccs3)CC2)C1=O (stereo unspecified)	-8%	-9%	1
CCc1ccc(-c2n[nH]nc2C2=CC(=O)C[C@H](c3ccc(F)cc3)C2)cc1	-19%	?	-4
CCCCN1CC(C)(C)[C@H](CC(=O)NC)C1=O	2%	-3%	5

At a glance, 14 of the compounds above.
smiles	mIDH1 inhibitor	USP1-UAF1 inh	PI4K2A inh
CCOc1ccc(OCCC(=O)Nc2ccccc2C(=O)NC2CC2)cc1	-6%	-3%	0
C[C@@H]1CCCCO[C@@H](CN(C)C(=O)c2ccncc2)[C@@H](C)CN([C@H](C)CO)C(=O)c2cc(NC(=O)Cc3ccccc3)ccc2O1	10%	-15%	0
Cc1ccccc1C(=O)NC1CC2CCCC(C1)N2CC(C)C (stereo unspecified)	5%	?	-1
COc1ccccc1N1CCN(c2ccc3c(c2)S(=O)(=O)c2cccc(C(=O)NCC4CC4)c2C3=O)CC1	1%	-16%	7
COc1ccc(Cl)cc1Nc1cc(C)nc2ncnn12	-4%	-3%	-2
Cc1ccc(C=Cc2ccccn2)cc1	3%	-25%	-23
O=C1c2cccc3c2C2(O)c4c1cccc4C(=O)c1cccc(c12)C3=O	6%	-15%	7
Cc1noc(C)c1NC(=O)N(C)C[C@H]1OCc2cn(nn2)CCCC(=O)N([C@@H](C)CO)C[C@@H]1C	9%	-1%	-3
CN(C)CCCNC(=S)N1CCC(C(=O)c2ccc(Cl)cc2)CC1	3%	-17%	-1
COc1ccc(C(=O)N(C)CCOc2ccc(Cl)cc2)cc1S(=O)(=O)N1CCCC1	-3%	-2%	-2
CC(=O)Nc1ccc(S(=O)(=O)c2ccnc3cc(Cl)ccc23)cc1	-6%	-5%	1
CC(=O)Nc1cccc(C(=O)NN2C(=O)NC3(CCC(C)CC3)C2=O)c1 (stereo unspecified)	10%	-24%	-3
CC1(c2ccc(Cl)cc2)NC(=O)N(CC(=O)N2CCN(C(=O)c3cccs3)CC2)C1=O (stereo unspecified)	-8%	-9%	1
CCc1ccc(-c2n[nH]nc2C2=CC(=O)C[C@H](c3ccc(F)cc3)C2)cc1	-19%	?	-4

New compounds follow.
smiles	mIDH1 inhibitor	USP1-UAF1 inh	PI4K2A inh
C[C@H](CO)N1C[C@H](C)[C@H](CN(C)Cc2cncnc2)Oc2ncc(C#CC3(O)CCCC3)cc2C1=O	7%	-7%	-7
CC(NS(=O)(=O)c1ccc2[nH]c(=O)[nH]c2c1)c1ccc(F)cc1 (stereo unspecified)	14%	-26%	1
CCc1ccc(N2CC(C(=O)N3CCN(c4ccc([N+](=O)[O-])cc4)CC3)CC2=O)cc1 (stereo unspecified)	-9%	-11%	-1
Cc1noc(C)c1C(=O)OC(C)C(=O)Nc1ccc([N+](=O)[O-])cc1C(F)(F)F (stereo unspecified)	-3%	-1%	-3
O=C(c1ccc(N2C(=O)CCC2=O)cc1)N1CCCSC1=Nc1ccccc1	-1%	1%	2
CN(C)S(=O)(=O)c1cccc(NC(=O)c2ccccc2SCC(=O)N2CCCC2)c1	0%	-11%	-2
C[C@H](CO)N1C[C@H](C)[C@@H](CN(C)C(=O)Nc2ccccc2)Oc2ncc(C#CC3CCCCC3)cc2C1=O	11%	-28%	-20
CCCN(CC(=O)Nc1ccccc1C)C(=O)c1cc2ccccc2oc1=O	15%	-16%	-1
COc1ccc(C(=O)N2CCN(S(=O)(=O)c3ccc4c(c3)OCCO4)CC2)cc1	-3%	1%	-2
O=C(c1ccc2ccccc2c1)c1cccc(F)c1C(=O)O	3%	-25%	-1
Cn1nc(N)c2ncc(-c3ccc(Cl)cc3)nc21	0%	3%	-16
COc1ccc(S(=O)(=O)N2CCCCCC2)cc1C(=O)N1CCN(C(C)=O)CC1	-5%	-22%	0
c1ccc(CN2CCC3CC2c2cc(N4CCCCC4)ccc23)cc1 (stereo unspecified)	-5%	-11%	0
C[C@@H]1CN([C@H](C)CO)C(=O)c2c(c3ccccc3n2C)-c2ccccc2CO[C@H]1CN(C)Cc1cccc(C(=O)O)c1	7%	-14%	-2
CCCN(CC(=O)Nc1ccccc1C)C(=O)/C=C/c1ccc(OC)c(OC)c1	12%	-22%	-1
O=C(O)C1CCN(C(=O)c2ccc(S(=O)(=O)N3CCCCCC3)cc2)CC1	0%	4%	2
COc1ccccc1CNC(=O)C[C@@H]1C[C@H]2c3cc(NC(=O)c4ccc5c(c4)OCO5)ccc3O[C@H]2[C@@H](CO)O1	13%	-30%	-8
C[C@@H]1CCCCO[C@@H](CN(C)CC2CC2)[C@@H](C)CN([C@H](C)CO)C(=O)c2cc(N(C)C)ccc2O1	6%	?	-5
COc1ccc(/C=C/C(=O)Nc2ccc(C(C)=O)cc2)cc1S(=O)(=O)N1CCOCC1	6%	-18%	3
CCCCN1C(=O)CC2CCOC21C (stereo unspecified)	-4%	-21%	-2
CCC1=C(NCc2ccccc2)COC1=O	-2%	-26%	0
